Bcl-xL primary = inhibitors of human Bcl-xL, primary screen, biochemical, fluorescence polarization, HTS | GST-Bcl-xL / FITC-Bim BH3 peptide fluorescence polarization | Bcl-2-like protein 1 (Homo sapiens), Q07817 | AID 2129, 2009 | 0.7% of 320,000 active | inhibition, % at 10.9 µM;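 active = inhibition above the mean of all tested compounds plus 3 SD, cutoff set per campaign, cut at about 30% in these data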;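 note: 0% = DMSO wells and 100% = unlabeled Bim-BH3 peptide competitor; inhibitors lower millipolarization by displacing the labeled peptide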
Fam108B counter = mouse Fam108B serine hydrolase inhibitors, primary screen, counter-screen for RBBP9 inhibitor project, biochemical, fluorescence polarization; inhibition, % at 9.51 µM; 0.33% of 300,000 active; recombinant Fam108B, FP-Rh probe fluorescence polarization;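 active = inhibition above the screen mean inhibition plus 3 SD, computed separately per campaign, cut at about 18% in these data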;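 note: inhibitors lower polarization as less probe binds the enzyme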
MEX-5 binding = MEX-5 zinc finger RNA-binding disruptors – biochemical, C. elegans, fluorescence polarization, MLPCN library, primary screen; AID 1832, 2009; 0.38% of 300,000 active; activity score (negative = inhibition of binding), % at 10 µM; MEX-5/FITC-TCR2 RNA binding; active compounds read low; Zinc finger protein mex-5 (Caenorhabditis elegans), Q9XUB2;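 active = inhibition past about -25% in most replicates, and total fluorescence under double the plate's negative control median, limit read from the data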;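 note: 0% = DMSO and -100% = 5 µM competing unlabeled TCR2 RNA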
MCL1-BIM inh = inhibitors of MCL1 binding to BIM-BH3, primary screen, biochemical, fluorescence polarization. GST-MCL1 / FITC-Bim-BH3 fluorescence polarization. inhibition, % at 10.9 µM. 0.68% of 320,000 active;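 active = inhibition above the mean inhibition of all tested compounds plus 3 SD, set per campaign, cut at about 40% in these data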;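 note: 0% = DMSO wells and 100% = unlabeled Bim-BH3 peptide control; higher means more loss of mP so more displacement of Bim peptide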
Target sequence (Q07820 whole entry, looked up): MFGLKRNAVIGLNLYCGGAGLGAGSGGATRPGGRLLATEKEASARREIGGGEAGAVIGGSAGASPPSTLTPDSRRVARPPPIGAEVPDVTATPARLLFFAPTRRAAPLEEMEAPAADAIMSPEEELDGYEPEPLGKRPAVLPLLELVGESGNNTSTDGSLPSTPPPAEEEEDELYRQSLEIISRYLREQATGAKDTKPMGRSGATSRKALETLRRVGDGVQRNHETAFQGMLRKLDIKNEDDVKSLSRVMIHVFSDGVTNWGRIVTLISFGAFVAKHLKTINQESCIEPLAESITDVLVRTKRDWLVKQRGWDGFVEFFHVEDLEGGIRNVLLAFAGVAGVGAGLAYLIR
ZTA counter = blocks Epstein-Barr virus ZTA, an EBNA-1 counter-screen; P03206; ZTA-DNA binding, fluorescence polarization; inhibition, % at 11 µM; 0.15% of 320,000 active; AID 2234; in the data active = inhibition above about 33%
Target sequence (P03206 whole entry, looked up): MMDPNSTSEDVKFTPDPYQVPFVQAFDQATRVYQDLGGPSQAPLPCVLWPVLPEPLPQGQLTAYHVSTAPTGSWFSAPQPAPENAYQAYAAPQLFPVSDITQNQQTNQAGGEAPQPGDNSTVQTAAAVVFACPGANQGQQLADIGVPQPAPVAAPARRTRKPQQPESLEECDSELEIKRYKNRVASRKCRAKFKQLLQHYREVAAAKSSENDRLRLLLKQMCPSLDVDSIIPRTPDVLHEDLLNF
Yeast superoxide = reduction of superoxide in aged yeast, primary screen, HTS | S. cerevisiae aged cells, superoxide DHE fluorescence; active compounds read low | superoxide response (% of plate mean), % at 10 µM | 0.18% of 330,000 active;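 active = superoxide response under a set limit, about three screen SD below normal, cut at about 65% in these data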;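 note: yeast aged for seven days with compound at 30 °C before DHE staining; 100% = average MFI of all compound-treated wells on the plate with controls excluded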
Efflux pump mplx = inhibitors of Candida efflux pumps in yeast, primary screen, S. cerevisiae, Nile Red, multiplex; AID 485275, 2010; inhibition, % at 10 µM; S. cerevisiae Candida pump triplex; 0.44% of 330,000 active;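 active = plate passing quality check with inhibition over a set limit, or well fluorescence over plate mean plus 4 SD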;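 note: Nile Red retained in pooled yeast measured as flow cytometry median fluorescence; 0% = buffer negative control and 100% = Enniatin B positive control; higher means more Nile Red kept so more efflux inhibition; some compounds called inactive have numbers as strong as hits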
GLD-1 TGE inh = GLD-1/TGE RNA complex disruptors, primary screen, biochemical, fluorescence polarization; Female germline-specific tumor suppressor gld-1 (Caenorhabditis elegans), Q17339; purified GLD-1 + fluorescein TGE RNA; inhibition, % at 5.96 µM; 0.44% of 320,000 active; AID 2280, 2010;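 active = percent inhibition above a per-plate cutoff, the plate mean of test compounds plus 3 SD, cut at about 30% in these data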;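 note: 0% = DMSO wells with GLD-1 and probe and 100% = wells lacking GLD-1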
Target sequence (Q17339 whole entry, looked up): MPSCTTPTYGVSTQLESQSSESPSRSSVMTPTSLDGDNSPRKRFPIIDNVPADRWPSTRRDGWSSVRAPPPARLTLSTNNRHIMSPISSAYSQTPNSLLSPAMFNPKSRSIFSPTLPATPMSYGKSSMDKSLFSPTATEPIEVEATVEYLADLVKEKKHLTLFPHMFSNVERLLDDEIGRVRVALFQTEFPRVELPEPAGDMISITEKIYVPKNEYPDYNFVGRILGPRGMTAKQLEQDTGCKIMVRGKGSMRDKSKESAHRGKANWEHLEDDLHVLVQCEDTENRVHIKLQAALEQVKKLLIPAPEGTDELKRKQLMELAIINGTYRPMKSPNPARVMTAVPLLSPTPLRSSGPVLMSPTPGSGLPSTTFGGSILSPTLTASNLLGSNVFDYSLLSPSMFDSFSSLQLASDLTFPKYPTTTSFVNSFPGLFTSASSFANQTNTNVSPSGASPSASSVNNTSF
EBNA-1 inh = EBNA-1 DNA-binding inhibitors, primary screen, biochemical, fluorescence polarization. inhibition, % at 14.8 µM. 0.34% of 300,000 active. AID 1950, 2009; in the data active = inhibition above about 28%
Numbers without * were called inactive; . = not tested or not shown.

structure	Bcl-xL primary	Fam108B counter	MEX-5 binding	MCL1-BIM inh	ZTA counter	Yeast superoxide	Efflux pump mplx	GLD-1 TGE inh	EBNA-1 inh
O=C(CCNc1ccc(F)cc1)c1cc2ccccc2o1	-2	-1	-0.7	-13	-19	90	0.1	2	-18
O=C(O)c1cccc(S(=O)(=O)Nc2ccc3oc(=O)sc3c2)c1	10	6	-2.8	16	11	101	-0.1	-5	-1
COc1ccc2c(=O)c3c(=O)n(Cc4ccco4)c(-c4cc(OC)c(OC)c(OC)c4)nc3oc2c1	3	-1	-4.0	5	1	92	0.0	4	3
CC(C)CNC(=O)COC(=O)c1ccc(F)cc1Cl	5	0	1.6	-7	4	98	0.0	3	-8
CCCCNC(=O)c1onc(CSc2ccccc2C)c1C(=O)O	2	3	0.1	2	-4	91	0.0	4	5
CCc1ccc(OCC(=O)NCc2ccco2)c(Br)c1	-2	2	-1.6	18	10	91	0.1	-3	-6
O=C(NC1CCCCCC1)c1ccc(Cl)c(S(=O)(=O)N2CCOCC2)c1	-4	3	-2.5	-8	-14	87	0.0	-8	5
Cc1cc(Cl)c2oc(C(=O)N(C)CC3CCOCC3)c(C)c2c1	6	1	3.7	3	-2	109	0.0	-3	-2
COc1cccc(NC(=O)NCCC2=CCCCC2)c1	-3	4	-1.0	-3	-2	87	-0.1	4	8
COc1ccccc1N1CCN(C(=O)C(=O)c2c(C)[nH]c3ccccc23)CC1	2	1	-0.6	6	6	112	0.0	10	-2
CCOC(=O)CSc1nnc(C)c(C)n1	-2	0	0.7	-5	4	100	0.0	-2	2
Cc1ccc(NS(=O)(=O)c2cc(NC(=O)c3ccc4c(c3)NC(=O)CS4)ccc2C)c(C)c1	4	-82	-1.1	4	17	264	0.3	5	9
CC(C)C(C(=O)O)N1C(=O)/C(=C/c2cccn2C)SC1=S (centres undefined)	-97	-5	.	-165	10	105	-0.1	-151	-1
CCOc1ccc(S(=O)(=O)N2CCC(C(=O)NCc3cccnc3)CC2)cc1Cl	5	3	0.4	-4	-14	102	0.2	-4	1
CCOC(=O)C(=O)c1cn(C2OCC(OC(C)=O)C(OC(C)=O)C2OC(C)=O)c2ccccc12 (centres undefined)	3	-3	-0.5	4	-2	104	0.1	0	3
COCCNC(=O)CN1CCN(Cc2cccc(Cl)c2)C1=O	3	1	-0.3	7	-6	109	0.1	-1	6
COc1cccc(NC(C)=[N+](C)CCNS(=O)(=O)c2ccc(Cl)cc2)c1	-4	4	0.2	-5	-11	104	0.0	4	-1
C/C(=N\NC(=O)c1ccoc1C)c1ccc(Cl)s1	3	-1	-4.0	3	-14	95	0.0	-3	10
Cc1cccc(NC(=O)CSc2nc3ccccc3nc2N2CCCC2)c1	6	-3	-2.7	7	6	114	0.1	7	9
O=C(CCNC(=O)c1ccco1)Nc1ccccc1OC(F)F	4	3	-3.0	-12	10	80	0.1	0	-1

(next part)
structure	Bcl-xL primary	Fam108B counter	MEX-5 binding	MCL1-BIM inh	ZTA counter	Yeast superoxide	Efflux pump mplx	GLD-1 TGE inh	EBNA-1 inh
CS(=O)(=O)N(CC(=O)Nc1ccc(S(=O)(=O)N2CCOCC2)cc1)c1cccc(F)c1	-6	6	0.4	-3	-14	99	0.0	3	6
O=C(CCn1cnc2ccccc21)N=Nc1c(O)[nH]c2ccccc12	2	2	-0.5	7	21	102	-0.1	0	8
Cc1cccc(N2CCCn3c2nc2c3c(=O)[nH]c(=O)n2C)c1	1	-3	1.5	3	-10	96	-0.3	-6	7
COc1ccccc1NC(=O)c1c(C)oc2c1CCCC2	4	-2	-7.1	0	-18	116	-0.2	6	0
COC(=O)Cc1cc(=O)[nH]c(Nc2nc3ccccc3o2)n1	3	7	-5.1	10	-3	93	0.0	10	10
Cc1sc2nc(CSC(C)C(=O)N(C)CC(=O)Nc3ccccc3C(F)(F)F)[nH]c(=O)c2c1C (centres undefined)	3	5	-0.5	-4	11	107	0.0	9	10
Cc1cc(NC(=O)CSc2nnc3c(C)cc4c(C)ccc(C)c4n23)no1	1	0	-3.6	5	-8	82	-0.1	6	0
COc1ccc(NC(=O)c2ccc(Cl)c(S(=O)(=O)N3CCc4ccccc4C3)c2)cn1	19	-20	-3.8	13	-7	106	0.1	16	-5
Cc1ccc(S(=O)(=O)NC(=O)c2ccc(Br)o2)cc1	2	2	-0.6	14	-21	100	-0.1	0	3
CCCCNC(=O)c1ccc2c(SCC(=O)O)c3c(nc2c1)CCCC3	2	4	-4.5	9	-3	97	0.3	-2	1
O=C(OCCN1CCCCC1)c1cccc(Cl)c1	8	2	-0.2	5	-7	89	-0.2	-1	-5
CCOC(=O)c1ccc2c(c1)N(CC)C(=O)c1ccccc1S2	-19	4	1.8	-27	-7	100	0.0	-5	4
CSc1ccc(S(=O)(=O)NCC(=O)OCC(=O)N2CC(C)CC(C)C2)cc1[N+](=O)[O-] (centres undefined)	-11	-1	1.9	-8	-6	106	0.1	4	-13
O=C(CN1CCN(Cc2ccccc2)CC1)Nc1ccc([N+](=O)[O-])cc1C(=O)Nc1ccccc1F	-2	4	1.1	-2	-1	101	0.0	5	13
Cc1ccccc1-n1nnnc1SC(C)C(=O)NC1CCCc2ccccc21 (centres undefined)	0	-6	1.0	1	-2	88	-0.1	4	6
CCCN1CCN(C(=O)C2CCN(S(=O)(=O)c3c(C)noc3/C=C/c3ccc(C)cc3)CC2)CC1	4	4	-0.4	12	-4	112	-0.1	8	-1
CC(NC(=O)c1ccc(Br)o1)C1CCCO1 (centres undefined)	3	-4	-3.7	3	-5	122	2.5	5	7
O=C(NCCCN1CCCC1=O)c1ccc2c(=O)n(-c3ccccc3F)c(=S)[nH]c2c1	5	2	-0.1	1	-1	99	0.1	2	6
O=C1NC(c2ccc(Cl)c([N+](=O)[O-])c2)Nc2ccccc21 (centres undefined)	1	3	0.8	1	-14	102	0.1	-1	-3
Cc1cccc(N2CCN(C(=O)CCC(=O)N3CCOc4ccc(Cl)cc43)CC2C)c1 (centres undefined)	1	-1	-2.7	-2	1	100	0.0	6	1

Taken from above.
For Yeast superoxide, `CS(=O)(=O)N(CC(=O)Nc1ccc(S(=O)(=O)N2CCOCC2)cc1)c1cccc(F)c1` reads 99
For MEX-5 binding, `CCCCNC(=O)c1ccc2c(SCC(=O)O)c3c(nc2c1)CCCC3` reads -4.5

Further compounds
structure	Bcl-xL primary	Fam108B counter	MEX-5 binding	MCL1-BIM inh	ZTA counter	Yeast superoxide	Efflux pump mplx	GLD-1 TGE inh	EBNA-1 inh
CC1(C)CC(=O)N(CC(=O)NCc2ccc(F)cc2)c2ccccc2S1(=O)=O	0	-1	-0.3	0	11	96	-0.1	5	3
N#Cc1ccc(OCC(=O)NNC(=S)NC2CCCCC2)cc1	-2	.	.	0	-8	104	-0.1	-2	.
COCCCNC(=S)NNC(=O)c1cc(Cl)c(O)c(Cl)c1	8	-3	-8.7	2	-4	97	0.0	5	-4
Cc1c(NC(=O)CSc2ccc3ccccc3n2)c(=O)n(-c2ccccc2)n1C	-1	.	.	1	0	87	-0.2	-1	.
CCOc1ccc(S(=O)(=O)N2CCOCC2)cc1NC(=O)C1=COCCO1	1	2	-0.1	2	-15	90	0.1	-4	-11
COc1ccc(C)cc1NC(=O)CN1C(=O)c2cccc3cccc1c23	-4	-6	0.3	-4	-40	111	0.3	-1	-7
O=S1(=O)CCN(Cc2ccccn2)CC1	11	3	-0.7	11	-5	85	0.1	-3	-6
COc1ccc(C(=O)O)cc1S(=O)(=O)NC(C)C12CC3CC(CC(C3)C1)C2 (centres undefined)	8	.	.	7	13	89	0.0	6	.
COc1ccc(SCC(=O)Nc2ccc(N3CCN(C)CC3)c(F)c2)cc1	-2	-2	3.4	0	-26	102	-0.1	3	2
CC(C)Nc1ccc(C(CC(N)=O)NC(=O)c2ccc(Br)cc2)cc1[N+](=O)[O-] (centres undefined)	2	2	-0.9	4	-8	93	0.1	4	1
COc1ccc(C(=O)NC(=O)COC(=O)C2COc3ccccc3O2)cc1 (centres undefined)	7	1	1.4	14	5	100	0.1	8	-2
CCOC(=O)C1CCN(S(=O)(=O)c2ccc(-c3cc(C(F)(F)F)n(C)n3)s2)CC1	-3	-1	1.8	-1	-9	91	0.2	-3	-3
COc1cc(CN(C(=O)c2cccs2)C2CCS(=O)(=O)C2)cc(OC)c1OC (centres undefined)	0	0	1.5	6	5	102	0.1	-3	-3
Oc1ccc(C2=NNC(c3ccc(O)cc3)=NN2)cc1	6	1	-0.7	3	3	100	0.0	2	1
Cc1ccc(CNc2cnccn2)cc1	6	-1	-1.3	-2	-17	91	-0.1	1	1
Nn1c(SCc2cccc(Oc3ccccc3)c2)nnc1C(F)(F)F	2	1	-1.4	8	-4	99	-0.2	8	8
Cn1c(CN2CCCCC2)nc2cc(NS(=O)(=O)c3ccc(F)cc3)ccc21	4	-4	0.9	-5	-13	105	0.0	1	3
Cc1cccc(NC(=O)c2sc3nc4c(c(-c5cccs5)c3c2N)CN(C)CC4)c1	19	2	0.4	18	7	111	0.3	13	-3
O=c1nc2cccc3c2=c(/c1=C(\O)c1ccccc1)c1ccccc1c3=O	25	2	-2.8	30	1	130	-0.2	6	3
Cc1ccccc1OCCn1c(=S)[nH]c2ccccc21	-25	1	0.0	-14	10	100	-0.2	5	7

(cont.)
structure	Bcl-xL primary	Fam108B counter	MEX-5 binding	MCL1-BIM inh	ZTA counter	Yeast superoxide	Efflux pump mplx	GLD-1 TGE inh	EBNA-1 inh
CCOC(=O)C1(CCOc2ccccc2)CCN(Cc2ccc(OCC)c(CO)c2)CC1	-1	1	2.7	11	-16	98	-0.1	7	-1
CCOc1ccc(NCc2nnc(SCc3ccccc3Cl)n2-c2ccccc2)cc1	5	-1	3.0	7	2	102	0.4	8	0
CCCCn1c(N)c(N(CC(C)C)C(=O)c2oc3ccc(OC)cc3c2C)c(=O)[nH]c1=O	-8	-1	0.4	-20	3	99	0.0	-3	-4
C/C(=N\NC(=O)c1c(C)nc2ccccn12)c1ccccc1F	7	10	-2.1	5	-5	106	0.0	7	-7
CCOC(=O)Cn1ncn(-c2ccc(OC(F)(F)F)cc2)c1=O	4	-2	-0.2	-3	3	96	0.2	2	-5
CCCN(CC(=O)Nc1ccccc1C)C(=O)CC(NC(=O)c1ccccc1)c1ccccc1 (centres undefined)	-4	0	-2.6	-5	-16	103	-0.1	-1	-7
CCc1nc(N)c(C#N)c(-c2ccc(O)c(OC)c2)c1C	7	-1	1.4	0	0	98	0.0	4	-8
Cc1nc2c(c(=O)n1CCC1=CCCCC1)c1nc3ccccc3nc1n2/N=C/c1ccco1	39*	-7	-4.1	49*	8	98	0.0	10	-7
C=CCn1c(SC(C)C(=O)NC2(C#N)CCCCC2)nnc1-c1ccc(OC)cc1 (centres undefined)	-4	-3	-0.6	-11	-16	98	0.0	-6	1
COCCNC(=O)c1ccc2c(=O)n(Cc3ccco3)c(SCC(=O)NC3CCCCC3)nc2c1	7	0	0.5	4	17	97	0.1	6	11
Cc1ccc(C(=O)/C=C/c2ccc(-c3ccccc3[N+](=O)[O-])o2)cc1	6	-1	-2.4	3	14	100	-0.1	9	2
CCOC(=O)CSc1nnc2c3ccccc3n(CC)c2n1	2	0	-0.9	1	-14	112	-0.2	4	-6

Screening data deposited in PubChem BioAssay by several laboratories.

An unsorted share of the library; about 2.3% have a hit in one of these screens.
